Fibroblast inh – blocks proliferation of human lung fibroblasts | viability, % at 10 µM | AID 719 | LL 47 human lung fibroblast viability, ATP luminescence; stronger effect = lower value | actives 1.1% (n = 85,000);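 active means viability at or below 50% in the single dose screen; inactive means viability above 50%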;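 further: compound exposure lasted 72 h before the ATP readout; 100% = median luminescence of untreated cell-only wells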
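test system = LL 47 human lung fibroblasts | amount = 1,150 fibroblasts seeded per well | medium = 15% FBS in IMEM | times = overnight cell rest, 72 h compound treatment at 37 °C | measured by = CellTiter-Glo luminescence measuring cellular ATP | read-out = viability percentage against median untreated-cell control | benchmarks = cell-only wells, no compound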
HUVEC inhibit – inhibitors of human endothelial cell proliferation. HUVEC proliferation, CellTiter-Glo luminescence, 72 h; stronger effect = lower value. viability, % at 10 µM (by protocol). actives 1.1% (n = 86,000). AID 648;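 active means viability at or below 30%; inactive means viability above 30%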;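 further: 100% = median luminescence of DMSO-only cell control wells on each plate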
PostGolgi ctrl – yeast control strain growth, post-Golgi counter-screen; efflux-deficient yeast background strain, growth absorbance A615, 16 h; inhibition, % at 10 µM; actives 5% (n = 98,000); AID 738
E coli WT exp – E. coli BW25113 growth inhibition, expanded screen; OD600 absorbance; growth inhibition, % at 100 µM; actives 0.15% (n = 98,000);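 active means growth inhibition above about 50% at one test dose, limit read from the data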;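 further: growth measured after 20 h incubation at 37 °C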
PostGolgi yeast – growth inhibition of a yeast mutant, post-Golgi transport screen. post-Golgi transport phenotypic cell assay. inhibition, % at 10 µM. actives 0.9% (n = 98,000). AID 739;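 further: yeast cells grown in 1536-well plates; yeast grown about 18 h at 30C before absorbance read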
DAT uptake mod – human DAT dopamine uptake with cocaine, either direction; LLC-PK1 hDAT cells, [14C]-dopamine uptake with cocaine IC80; actives deviate in either direction; B-score at 10 µM; actives 1.3% (n = 110,000); AID 449768;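 active means Z score or B-score, a plate-position-corrected score, falls beyond the plate's 99.7% confidence bounds, in either direction; inactive means both scores lie inside the 99.7% bounds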;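 further: scored against the spread of the other compound wells on the same plate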
Target sequence (Q01959 whole entry, looked up): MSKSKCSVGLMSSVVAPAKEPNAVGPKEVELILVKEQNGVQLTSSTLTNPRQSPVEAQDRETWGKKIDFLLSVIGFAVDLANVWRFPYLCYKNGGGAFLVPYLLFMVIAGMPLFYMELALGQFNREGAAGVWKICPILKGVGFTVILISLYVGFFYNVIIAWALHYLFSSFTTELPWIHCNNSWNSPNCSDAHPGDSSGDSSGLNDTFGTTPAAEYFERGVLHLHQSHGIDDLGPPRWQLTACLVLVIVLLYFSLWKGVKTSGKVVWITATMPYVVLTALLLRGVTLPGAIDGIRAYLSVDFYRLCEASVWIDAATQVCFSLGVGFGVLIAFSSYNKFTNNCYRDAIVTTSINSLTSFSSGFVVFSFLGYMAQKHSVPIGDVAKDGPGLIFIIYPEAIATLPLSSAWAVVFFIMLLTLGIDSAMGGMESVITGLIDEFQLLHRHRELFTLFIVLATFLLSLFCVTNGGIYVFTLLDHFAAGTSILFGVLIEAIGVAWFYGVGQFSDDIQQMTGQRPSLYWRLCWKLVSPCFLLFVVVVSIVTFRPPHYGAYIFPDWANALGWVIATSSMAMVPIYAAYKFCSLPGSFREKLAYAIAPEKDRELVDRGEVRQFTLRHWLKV
S1P2 blocker – blocks the human S1P2 receptor; actives 0.21% (n = 97,000); inhibition, % at 5 µM; AID 736; cell-based S1P2 antagonist assay, inhibition at 5 uM; in the data active means inhibition above about 45%;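 further: CRE beta-lactamase reporter cells expressing human S1P2 stimulated with S1P; 0% = agonist at EC80 alone and 100% = agonist plus reference antagonist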
Target sequence (O95136 whole entry, looked up): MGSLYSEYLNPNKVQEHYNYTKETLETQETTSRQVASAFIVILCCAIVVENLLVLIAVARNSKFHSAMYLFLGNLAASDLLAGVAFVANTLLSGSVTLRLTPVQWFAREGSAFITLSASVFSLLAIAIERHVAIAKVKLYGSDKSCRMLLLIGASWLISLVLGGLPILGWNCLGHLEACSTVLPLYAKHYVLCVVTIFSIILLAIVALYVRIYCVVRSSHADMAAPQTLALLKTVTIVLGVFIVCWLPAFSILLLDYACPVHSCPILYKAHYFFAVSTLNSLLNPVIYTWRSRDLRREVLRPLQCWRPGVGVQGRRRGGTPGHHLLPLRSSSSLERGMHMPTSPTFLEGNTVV
S1P2 ag – agonists of human S1P2 receptor; O95136; S1P2-expressing cell line, agonist reporter read-out; activation, % at 4.5 µM; actives 0.46% (n = 97,000); AID 729; in the data active means activation above about 16%;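 further: 0% = vehicle low control and 100% = maximal reference agonist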
H69AR inhibit – blocks growth of human H69AR lung tumor cells; H69AR lung tumor viability, ATP luminescence, 72 h; stronger effect = lower value; viability, % at 10 µM; actives 6% (n = 85,000);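 active means viability at or below 40%; inactive means viability above 40%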;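 further: multidrug resistant small cell line overexpressing MRP-1 efflux transporter; 100% = mean luminescence of untreated control wells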
An asterisk follows results filed as active; / = not tested or not shown. Unless noted, no stated cut-off is given here; in the data, active means inhibition above about 30%; inactive means the rest.

SMILES	Fibroblast inh	HUVEC inhibit	PostGolgi ctrl	E coli WT exp	PostGolgi yeast	DAT uptake mod	S1P2 blocker	S1P2 ag	H69AR inhibit
C=CCN1C(=O)C2(/C(=C(\O)c3ccc4c(c3)OCCO4)C(=O)C(=O)N2CCCOC)c2ccccc21 (configuration not stated)	99	98	41*	0	-10	-1.7	7	-10	97
CN(C)c1ccc(CN(C(=O)COc2ccc(F)cc2)C2CCS(=O)(=O)C2)cc1 (configuration not stated)	101	95	2	10	6	0.72	0	-1	84
Cc1ccc(C(=O)N2CCC(C(N)=O)CC2)cc1C	103	100	10	7	-8	-0.98	-7	-2	94
CC(NC(=O)c1ccccc1O)c1ccccc1 (configuration not stated)	103	107	3	2	-9	0.25	5	-3	102
O=C(c1cccn2c(=O)c3cc(Cl)ccc3nc12)N1CCOCC1	88	90	20	1	10	-0.7	0	-6	103
COc1ccc(Cl)cc1NC(=O)c1ccco1	94	80	3	3	0	-0.72	-23	-1	83
O=C(O)c1ccc(COc2ccc(/C=N/NC(=O)c3cccs3)cc2)cc1	/	/	10	-4	-1	/	-4	-7	/
Cc1ccc2c(c1)C1OCCC1C1N2C(=O)C2C(C(=O)O)C3C=CC21O3 (configuration not stated)	103	99	-4	3	-2	-1	13	-2	88
O=C(CSc1nnnn1C1CCCC1)Nc1ccc2c(c1)OCCO2	93	86	-2	3	-1	-0.27	5	-2	70
COC(=O)C1CCN(C(=O)N2CCOCC2)CC1	103	94	-3	9	15	-0.78	6	-5	111

Part of the list above, in markdown.
| molecule | Fibroblast inh | HUVEC inhibit | PostGolgi ctrl | E coli WT exp | PostGolgi yeast | DAT uptake mod | S1P2 blocker | S1P2 ag | H69AR inhibit |
| --- | --- | --- | --- | --- | --- | --- | --- | --- | --- |
| O=C(O)c1ccc(COc2ccc(/C=N/NC(=O)c3cccs3)cc2)cc1 | / | / | 10 | -4 | -1 | / | -4 | -7 | / |
| Cc1ccc2c(c1)C1OCCC1C1N2C(=O)C2C(C(=O)O)C3C=CC21O3 (configuration not stated) | 103 | 99 | -4 | 3 | -2 | -1 | 13 | -2 | 88 |

Other records
SMILES	Fibroblast inh	HUVEC inhibit	PostGolgi ctrl	E coli WT exp	PostGolgi yeast	DAT uptake mod	S1P2 blocker	S1P2 ag	H69AR inhibit
Cc1ccc(N(CC(N)=O)C2SC(=O)N(Cc3cccc(C(=O)O)c3)C2=O)cc1 (configuration not stated)	95	93	2	2	-4	0.056	14	-7	68
Cc1ccc(C)c(CSc2nnc(-c3cccnc3)o2)c1	95	100	4	0	-10	0.65	/	/	91
CCOC(=O)C1CCN(c2c(N(C)Cc3ccco3)c(=O)c2=O)CC1	100	90	4	-4	-2	1.5	7	-3	105
O=C(COC(=O)CNC(=O)C1CCCCC1)Nc1ccc(Cl)cn1	100	98	6	12	-4	0.16	16	-4	98
Cc1cccc(C)c1NC(=O)C1(N(Cc2ccco2)C(=O)c2ccccn2)CCCC1	98	95	0	0	-7	-0.16	-2	0	83
CCOC(=O)C(=O)Nc1ccccc1C(=O)NC(C)C	98	99	6	6	0	0.62	-13	0	98
CCOC(=O)N1CCC(NC(=O)CCS(=O)(=O)c2ccc3c(c2)CCN3C(C)=O)CC1	69	93	9	1	-4	-1.1	-3	-6	88
Cn1c(=O)[nH]c(=O)c2c1nc(NCCCn1ccnc1)n2CCOc1ccccc1	101	87	3	4	1	-0.22	1	0	90
COc1cccc(C(=O)Oc2c(CN3CCOCC3)cc(Cl)c3cccnc23)c1	6.5*	72	3	40	-1	2	19	-7	1.5*
CC1=CC(C)(C)N2C(=O)C3(SCC(=O)N3c3ccc(O)cc3)c3cc(C)cc1c32 (configuration not stated)	93	75	15	4	-2	1.3	-1	-7	58

14 entries from above, with values under each structure.
Below each SMILES: Fibroblast inh	HUVEC inhibit	PostGolgi ctrl	E coli WT exp	PostGolgi yeast	DAT uptake mod	S1P2 blocker	S1P2 ag	H69AR inhibit
> CC(NC(=O)c1ccccc1O)c1ccccc1 (configuration not stated)
    103	107	3	2	-9	0.25	5	-3	102
> O=C(c1cccn2c(=O)c3cc(Cl)ccc3nc12)N1CCOCC1
    88	90	20	1	10	-0.7	0	-6	103
> COc1ccc(Cl)cc1NC(=O)c1ccco1
    94	80	3	3	0	-0.72	-23	-1	83
> O=C(O)c1ccc(COc2ccc(/C=N/NC(=O)c3cccs3)cc2)cc1
    /	/	10	-4	-1	/	-4	-7	/
> Cc1ccc2c(c1)C1OCCC1C1N2C(=O)C2C(C(=O)O)C3C=CC21O3 (configuration not stated)
    103	99	-4	3	-2	-1	13	-2	88
> O=C(CSc1nnnn1C1CCCC1)Nc1ccc2c(c1)OCCO2
    93	86	-2	3	-1	-0.27	5	-2	70
> COC(=O)C1CCN(C(=O)N2CCOCC2)CC1
    103	94	-3	9	15	-0.78	6	-5	111
> Cc1ccc(N(CC(N)=O)C2SC(=O)N(Cc3cccc(C(=O)O)c3)C2=O)cc1 (configuration not stated)
    95	93	2	2	-4	0.056	14	-7	68
> Cc1ccc(C)c(CSc2nnc(-c3cccnc3)o2)c1
    95	100	4	0	-10	0.65	/	/	91
> CCOC(=O)C1CCN(c2c(N(C)Cc3ccco3)c(=O)c2=O)CC1
    100	90	4	-4	-2	1.5	7	-3	105
> O=C(COC(=O)CNC(=O)C1CCCCC1)Nc1ccc(Cl)cn1
    100	98	6	12	-4	0.16	16	-4	98
> Cc1cccc(C)c1NC(=O)C1(N(Cc2ccco2)C(=O)c2ccccn2)CCCC1
    98	95	0	0	-7	-0.16	-2	0	83
> CCOC(=O)C(=O)Nc1ccccc1C(=O)NC(C)C
    98	99	6	6	0	0.62	-13	0	98
> CCOC(=O)N1CCC(NC(=O)CCS(=O)(=O)c2ccc3c(c2)CCN3C(C)=O)CC1
    69	93	9	1	-4	-1.1	-3	-6	88

Additional results:
SMILES	Fibroblast inh	HUVEC inhibit	PostGolgi ctrl	E coli WT exp	PostGolgi yeast	DAT uptake mod	S1P2 blocker	S1P2 ag	H69AR inhibit
Cc1nn(CC(O)Cn2cnc3c2c(=O)n(C)c(=O)n3C)c(C)c1Br (configuration not stated)	/	/	11	0	-6	-0.71	0	0	/
CCN(CC(=O)Nc1c(C(=O)OC)[nH]c2ccc(C)cc12)c1ccc2c(c1)OCO2	108	76	53*	0	-2	0.94	18	-4	51
COc1ccc(C)cc1NC(=O)c1cc2ccccc2o1	93	78	16	-14	9	0.64	7	-4	72
COc1cc(OC)cc(C(=O)Nc2ncc3c(n2)CC(C)CC3=O)c1 (configuration not stated)	94	93	/	/	/	0.87	7	-7	78
O=C(CN1CCOCC1)n1c2ccccc2c2ccccc21	100	105	-13	7	-3	-0.92	-3	-3	85
c1csc(-c2nn3c(Cn4cnc5ccccc54)nnc3s2)c1	98	87	5	1	2	0.0097	8	-4	83
COc1ccc(-c2cn3c4c(sc3n2)CCCC4)cc1	83	77	17	-4	-9	1.8	-30	-1	64
CN(C)C(=O)c1cn(-c2ccccc2)c(=O)c2ccccc12	/	/	4	-1	4	-0.3	5	-5	/
CCCCNC(=O)NS(=O)(=O)c1cnccc1Sc1ccc(Cl)cc1	/	/	0	1	-3	0.019	-12	-5	/
Cc1csc(NC(=O)c2ccc(S(=O)(=O)N(C)c3ccccc3)cc2)n1	91	93	7	3	12	0.75	3	-7	93
Cc1cc(C)nc(SCc2nnc(SCC(=O)Nc3ccc(C)c(C)c3)n2Cc2ccco2)n1	93	85	17	-20	-8	2.6	-9	0	/
CSc1nc2cc(S(=O)(=O)N3CCOCC3)ccc2s1	96	89	4	1	-18	0.87	13	-3	86
CCOC(=O)C1=CN(c2cccc(F)c2)C=C(C(=O)OCC)C1c1cc(OC)c(O)c([N+](=O)[O-])c1	/	/	29	4	14	-0.45	-14	-6	/
CCC(=O)Nc1c(C)nn(C(=O)CC)c1C	95	102	3	0	-4	-0.66	6	0	90
NC(=O)c1c(N)sc(=S)n1CC1CCCO1 (configuration not stated)	104	103	5	7	-3	-1.2	25	-3	101
Cc1ccc(C(=O)Nc2ccc(Br)c(C(F)(F)F)c2)cc1	/	/	27	4	36*	-0.91	20	-4	/
O=c1c2ccccc2cnn1-c1ccc2ccccc2c1	/	/	15	6	10	0.037	-4	-4	/
CC(C)OC(=O)CSc1nnc(-c2ccncc2)n1N	99	102	-6	4	18	-0.69	3	-6	97
COc1ccc2[nH]c3c(N4CCN(Cc5ccc6c(c5)OCO6)CC4)ncnc3c2c1	90	54	-6	-5	22	1.8	18	-6	49
Cc1ccc2cc(C(=O)O)c(C)nc2c1	101	89	-19	1	21	-0.58	26	-7	106
CCCCCn1c(=NC(=O)c2ccco2)c(C(=O)OCC)cc2c(=O)n3ccccc3nc21	89	92	33*	-5	-4	/	-47	8	27*
CCOC(=O)C1=C(C)NC(C)=C(C(=O)OCC)C1	94	94	5	0	7	-0.015	-8	-9	96
CCC(NC(=O)C1(C)CC1(Br)Br)c1ccc(C)cc1 (configuration not stated)	/	/	6	2	-12	-0.083	-2	-3	/
Cc1noc(C)c1COc1cccc(C(=O)Oc2ccc3c(c2)OCO3)c1	90	98	7	-10	5	0.013	-1	0	69
Cc1nc(-c2ccc3c(c2)OCO3)cs1	98	96	10	7	0	-0.32	-1	-4	90
CCCc1ccc(OCC(=O)O)cc1	109	106	2	-3	0	-0.31	-7	2	97
N#Cc1c2n(c3c(=O)n(Cc4ccccc4)cnc13)CCCC2	99	99	7	4	0	0.22	7	-3	75
Cc1cc(C)n(-c2nc3ccccc3nc2N2CCN(C(=O)c3ccc(F)cc3)CC2)n1	104	97	8	9	4	1.5	-6	-4	75
O=C(NCc1ccco1)c1nn(-c2ccccc2)c(=O)c2ccccc12	109	102	-2	-5	-5	-0.19	/	/	85
COc1ccc(S(=O)(=O)N(CCCN2CCCC2=O)Cc2cc3cc(C)c(C)cc3[nH]c2=O)cc1	98	94	3	-10	-3	-0.0034	36	-8	84
O=C(CSc1nc2c(c(C(F)(F)F)n1)CCc1ccccc1-2)NCc1ccco1	108	75	7	7	1	-0.38	-18	0	30*
COc1nc(-c2cccs2)cc(-c2ccc(C)cc2)c1C#N	/	/	5	-1	1	0.85	-18	-8	/
CCOc1cc(/C=N\NC(=O)Cn2nc([N+](=O)[O-])cc2C)ccc1OCc1cccc2ccccc12	102	44	6	-14	-1	-0.61	-23	-4	16*
CC(=O)NCCOC(=O)Nc1sc(=S)n(C)c1C	100	103	/	/	/	-1.1	-7	-2	110
Cc1nc(-c2ccc(S(=O)(=O)N3CCCCCC3)cc2)cs1	84	86	26	-8	4	1.2	1	-4	78
c1ccc(OCCCN2CCCC2)cc1	97	99	-5	7	7	-0.53	-3	-3	98
C=CCSc1nc2ccccc2n1C(=O)/C=C/c1ccc(OC)c(OC)c1	/	/	1	-2	-2	-0.22	25	-8	/
O=C(CSc1nnnn1-c1cccnc1)NCc1cccs1	106	107	-7	3	-2	0.22	19	-3	91
Cc1csc(NC(=O)c2nc3nc(C)cc(C)n3n2)n1	108	84	5	10	-5	0.54	-2	-3	95
O=C(Nc1ccc(-c2nc3ccccc3[nH]2)cc1)c1ccco1	103	97	4	-11	0	-0.84	/	/	54
CCOc1ccc2ccccc2c1/C=N/n1cncn1	90	83	5	9	18	1.5	-11	-15	63
CC12CCC(C(=O)NCC3CCCO3)(OC1=O)C2(C)C (configuration not stated)	100	97	4	-17	-2	0.03	7	-1	93
O=C(O)CSC1c2ccccc2C(=O)N1Cc1ccccc1 (configuration not stated)	100	95	-1	-3	4	-0.74	25	-12	92
CC(C)Oc1ccc(CNC2CCOC(C)(C)C2)cc1 (configuration not stated)	95	93	42*	-8	1	-1.2	-1	-4	103
CCOC(=O)CCP(=O)(O)C(O)c1ccccc1 (configuration not stated)	98	93	5	-8	11	-0.13	-13	2	94
O=C(CN1C(=O)C2CC=CCC2C1=O)OCCN1C(=O)c2ccccc2C1=O (configuration not stated)	95	89	-3	-11	-4	0.22	13	-9	104
